Screening results from PubChem BioAssay.
TDP1 cell CPT: DT40-hTDP1 cell growth loss with CPT | chicken DT40 Tdp1-/-;hTDP1 cells + 20 nM CPT, ATP luminescence, 48 h | Potency, µM (highest dose often 46.2 µM), without a hit: at the highest dose activity change, negative = growth inhibition, actives largely listed as inhibitors | 420,000 compounds, 12% hits; also: nearly all actives have a fitted effect of over 55% in size
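Cell growth measured by CellTiter-Glo luminescence after a minimum 48 h, 37 C compound exposure with 20 nM CPT in Tdp1-knockout DT40 cells stably expressing hTDP1, seeded 400/well; qHTS titration format.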
TDP1 cell noCPT: qHTS for Inhibitors of human tyrosyl-DNA phosphodiesterase 1 (TDP1): qHTS in cells in absence of CPT; DT40 Tdp1-/- hTDP1 cells, no CPT, ATP luminescence, 48 h; Potency, µM (doses to about 46.2 µM), for inactives: at the highest dose activity change, negative = growth inhibition, most hits filed as inhibitors; 420,000 compounds, 15% hits; AID 686978, 2013; also: nearly all actives have a fitted effect of over 55% in size
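Seeded 400 DT40-hTDP1 cells/well (vehicle DMSO, no 20 nM CPT); pinned compounds; ≥48 hr at 37 °C; CellTiter-Glo luminescence as viability measure.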
GCN5L2 inh: GCN5L2 (KAT2A) acetyltransferase inhibition | Q92830 | GCN5L2 HAT assay, ThioGlo1 CoA-SH fluorescence | Potency, µM (highest dose often 58.9 µM), without a hit: at the top dose activity change, negative = inhibition, most hits filed as inhibitors | 390,000 compounds, 0.21% hits | AID 504327
Target sequence (Q92830 whole entry, looked up): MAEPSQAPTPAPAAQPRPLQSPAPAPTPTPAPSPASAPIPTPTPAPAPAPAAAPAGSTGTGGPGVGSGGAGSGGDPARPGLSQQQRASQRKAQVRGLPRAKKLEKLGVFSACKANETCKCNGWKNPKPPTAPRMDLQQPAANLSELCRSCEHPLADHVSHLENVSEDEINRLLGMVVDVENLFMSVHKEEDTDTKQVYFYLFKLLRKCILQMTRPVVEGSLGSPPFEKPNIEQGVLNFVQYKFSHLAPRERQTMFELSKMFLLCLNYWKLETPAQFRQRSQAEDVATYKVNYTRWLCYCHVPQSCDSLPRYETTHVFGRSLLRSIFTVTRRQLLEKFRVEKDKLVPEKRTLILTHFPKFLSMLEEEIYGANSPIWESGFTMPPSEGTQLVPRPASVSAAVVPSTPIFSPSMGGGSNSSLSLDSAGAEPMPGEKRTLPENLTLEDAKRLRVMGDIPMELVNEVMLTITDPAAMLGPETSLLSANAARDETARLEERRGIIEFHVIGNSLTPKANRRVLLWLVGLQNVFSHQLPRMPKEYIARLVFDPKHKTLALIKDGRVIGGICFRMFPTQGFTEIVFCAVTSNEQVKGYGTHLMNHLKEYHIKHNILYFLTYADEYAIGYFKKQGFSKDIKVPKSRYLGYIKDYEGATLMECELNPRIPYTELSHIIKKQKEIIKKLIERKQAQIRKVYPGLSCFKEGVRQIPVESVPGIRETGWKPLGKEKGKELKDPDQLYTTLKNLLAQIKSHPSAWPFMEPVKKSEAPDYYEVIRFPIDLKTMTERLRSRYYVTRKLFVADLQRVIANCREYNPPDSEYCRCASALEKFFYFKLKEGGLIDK
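GCN5L2 (20nM final) in 50mM HEPES, 0.1mM EDTA pH 7.5, 0.01% Tween-20 was preincubated 15 min at room temperature with compound, then given ThioGlo1 (50uM), H3(1-25) peptide (75uM) and acetyl-CoA (70uM); CoA-thiol fluorescence (Ex340/Em540) was read at 0 and 20 min.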
Numbers without * were called inactive; u = inconclusive; x = no result given; & = joins results of further samples; [ ] = another dose, or the depositor's remark. Calls follow the shape of the dose curve; as a rule, active = well fitted curve in the direction sought with a large enough effect; inconclusive = small, poorly fitted or top-dose-only effect, or another doubt; inactive = no such curve, though single readings can be large; an effect the other way counts as inactive or inconclusive. % is scaled to controls: 0 for no effect and ±100 for the full control effect; potency is read from the fitted curve at half-maximal effect. The list is partial; the hit share may differ from the screen's.

SMILES | TDP1 cell CPT | TDP1 cell noCPT | GCN5L2 inh
CN(C)C(=O)Oc1ccc2c(c1)O/C(=C\c1cccc(Cl)c1)C2=O | 11% | -23% | 1%
O=C(Cn1cnc2ccccc2c1=O)NCC(=O)N1CCC2(CC1)OCCO2 | 0% | -8% | 0%
Cc1ccc(OP(=O)(NC(C)c2ccccc2)Oc2ccc(C)cc2)cc1 (stereo not drawn) | u | u | -11%
CCOC(=O)[C@]12Cc3cc(C)ccc3[C@H]1N(Cc1ccccc1)C(=O)c1cc(OC)ccc12 | u | 21µM* | x
CN(C)Cc1c[nH]c2cc([N+](=O)[O-])ccc12 | -2% | -3% | x
COC(=O)C1=C(c2cccc(OCc3ccccc3)c2)C[C@@H]2CC[C@H]1N2C(=O)NC1CCN(Cc2ccccc2)CC1 | 6.5µM* | 6.5µM* | -12%
COc1ccccc1NC(=O)COC(=O)c1cc(C)n(C2CC2)c1C | 12% | u | 3%
CCN(CC)c1ccc([N+](=O)[O-])c2cccnc12 | 16% | -6% | -6%
O=[N+]([O-])c1c(Cl)c(Cl)c(Cl)c(Cl)c1Cl | -2% | u | x
O=C(O)[C@H]1C[C@@H]1[C@H](NP(=O)(c1ccccc1)c1ccccc1)c1ccccc1 | 20% | 3% | -3%
N#Cc1c(Cl)c(Cl)c(Cl)c(C#N)c1Cl | 0.65µM* | 0.52µM* | -14%
CN1C2CCC1/C(=C/c1ccccn1)C(=O)/C2=C\c1ccccn1 | 0.52µM* | 0.65µM* | -6%
Cc1ccc(C(C)(C)C)c(OCC(=O)Nc2ccc(Cl)cc2C(=O)c2ccccc2)c1 | -25% | u | -6%
Cc1cc(OCC(=O)OC(C)(C)C)c2c3c(c(=O)oc2c1)CCC3 | -23% | -25% | -1%
CCOC(=O)[C@@]12C(=O)C(=O)N[C@]1(c1ccccc1)C1OCCCC12 (stereo partly drawn) | -7% | -9% | 2%
COC(=O)C1=C(c2cccc(OC)c2OC)C[C@@H]2CC[C@H]1N2C | -2% | -13% | 2%
COc1ccccc1N=Cc1c(O)n(C)c(=O)n(C)c1=O | 4% | -6% | -1%
COc1ccc(CCNCc2ccncc2)cc1OC | -25% | -14% | 0%
CNC1C2CN3CCC(O2)C13 (stereo not drawn) | 2% | -3% | x
CN1CCN(Cc2cc(C(C)(C)C)c(O)c(C(C)(C)C)c2)CC1 | u | -14% | -9%[0.501 µM]
Cc1cc(C)n2nc(SC(C)C(=O)N3CCC4(CC3)OCCO4)nc2n1 (stereo not drawn) | -1% | 5% | -2%
COC(=O)C1=C(c2ccc(S(C)(=O)=O)cc2)C[C@@H]2CC[C@H]1N2C(=O)N1CCOCC1 | -2% | 7% | x
N#Cc1cc2c(nc1SCC(=O)Nc1cc(Cl)ccc1Cl)C1CCN2CC1 | 18µM* | u | -7%
Cc1cc(=O)oc2cc(OCC(=O)N3CCN(Cc4ccccc4)CC3)ccc12 | -25% | u | -1%
CCC(C)n1c(O)c(/C=N/NC(=O)c2ccncc2)c(=O)[nH]c1=S (stereo not drawn) | 2% | -16% | -3%

Entries from the list above that have a halogen:
SMILES | TDP1 cell CPT | TDP1 cell noCPT | GCN5L2 inh
CN(C)C(=O)Oc1ccc2c(c1)O/C(=C\c1cccc(Cl)c1)C2=O | 11% | -23% | 1%
O=[N+]([O-])c1c(Cl)c(Cl)c(Cl)c(Cl)c1Cl | -2% | u | x
N#Cc1c(Cl)c(Cl)c(Cl)c(C#N)c1Cl | 0.65µM* | 0.52µM* | -14%
Cc1ccc(C(C)(C)C)c(OCC(=O)Nc2ccc(Cl)cc2C(=O)c2ccccc2)c1 | -25% | u | -6%
N#Cc1cc2c(nc1SCC(=O)Nc1cc(Cl)ccc1Cl)C1CCN2CC1 | 18µM* | u | -7%

Next entries follow.
SMILES | TDP1 cell CPT | TDP1 cell noCPT | GCN5L2 inh
CN1CCN(Cc2nnc3n2-c2ccc(Cl)cc2C(c2ccccc2)=NC3)CC1 | -7% | u | 0%
O=c1[nH]c(=S)n(-c2ccc(Cl)cc2)c(O)c1/C=N/N1CCOCC1 | 15% | 2% | -1%
Cc1c(NS(=O)(=O)c2ccccc2)ccc([N+](=O)[O-])c1Cl | u | 16µM* | x
CCOc1ccc(-n2c(O)c(N=Nc3ccc([N+](=O)[O-])cc3)c(=O)[nH]c2=O)cc1 | u | u | -15%
CCc1ccc(NC(=O)c2ccc(F)c(S(=O)(=O)N3CCC4(CC3)OCCO4)c2)cc1 | u | 21µM* | 2%
CCOC(=O)Cn1cc(C(=O)c2ccccc2F)c2ccccc21 | u | -20% | 4%
Cc1cccc2c1=NC(=O)/C(=C/c1c(O)[nH]c(=O)[nH]c1=O)C=2 | u | -29% | -6%
COc1cccc(-c2cc(C(=O)Nc3cnn(Cc4ccc(Cl)cc4Cl)c3)no2)c1 | u | u | -5%
COC(=O)C(O)(c1cn(C)c2ccccc12)C(F)(F)F (stereo not drawn) | -27% | -17% | 1%
CCOC(=O)c1c(C)n(Cc2ccccc2)c2ccc(O)cc12 | -12% | -30% | -1%
S=C(SSC(=S)N1CCCCC1)N1CCCCC1 | 0.75µM* | 0.94µM* | x
CC1=C2CCC3C4CCC(=O)[C@@]4(C)CCC3[C@]2(C)CCC1=O (stereo partly drawn) | -15% | -20% | 10%
CN1CCN(c2ccc(NC(=O)Oc3ccccc3)cc2)CC1 | -2% | -7% | 3%
Cc1nc2sc3c(c2c(=O)n1NC(=O)CCl)CCCC3 | 17% | u | -5%
Cc1c(Br)c(=O)oc2cc(OCC(=O)N3C[C@H]4C[C@@H](C3)c3cccc(=O)n3C4)ccc12 | -10% | -28% | 0%
CC[C@@H](CO)C1CC2NC3CC4(c5ccccc5N(C)[C@@H]24)C(O)C31 (stereo partly drawn) | -6% | -4% | x
COc1ccc(OC)c(NP(=O)(Oc2ccccc2)Oc2ccccc2)c1 | u | u | -13%
CN[C@@H](Cc1c[nH]c2ccccc12)C(=O)O | -4% | -5% | 17%[0.501 µM]
COc1ccc(-c2cnnn2-c2ccc(NC(=O)c3ccc(S(=O)(=O)N(C)C)cc3)cc2)cc1 | 21µM* | 18µM* | -15%
COc1ccccc1C(=O)Nc1ccc2c(c1)CC1(C(=O)N(C)C(=O)N(C)C1=O)C1CCCN21 (stereo not drawn) | u | -16% | -22%
CN(C)CCN(CC1CCCN(Cc2ccccc2F)C1)C(=O)Cc1ccccc1F (stereo not drawn) | u | u | 0%
COc1ccc(NC(C)=O)cc1NC(=O)c1cccn(Cc2ccccc2)c1=O | -18% | -20% | -4%
Cc1nnc2ccc(-c3cccc(C(F)(F)F)c3)nn12 | -15%&7% | -29%&-12% | -1%
CNc1ccc2oc(C[C@H]3O[C@@]4(CC[C@H]3C)O[C@H]([C@H](C)C(=O)c3ccc[nH]3)[C@H](C)C[C@H]4C)nc2c1C(=O)O | 0.026µM* | 0.18µM* | u
O=C(c1cc(Cl)cc(Cl)c1)N1Cc2ccccc2-n2nncc2C1 | u | u | x

The results go on:
SMILES | TDP1 cell CPT | TDP1 cell noCPT | GCN5L2 inh
CN1CC(CO)=C[C@H]2c3cccc4[nH]cc(c34)C[C@H]21 | 9% | -1% | -10%
CC(=O)N1N=C2C3CCN(CC3)C2C1c1ccc(Br)cc1 (stereo not drawn) | 3% | -4% | 29%
COC(=O)C(O)(c1ccc(NC(=O)c2cccs2)cc1)C(F)(F)F (stereo not drawn) | -14% | u | -4%
C=CCN1CCC2(C)c3cc(O)ccc3CC1C2C (stereo not drawn) | -18%&-12% | u | x
COP(=O)(OC)C(O)C(Cl)(Cl)Cl (stereo not drawn) | -11% | -11% | -1%
CNC(=S)N1CC2CC(C1)c1cccc(=O)n1C2 (stereo not drawn) | -2% | 7% | -13%
O=c1nc(/C=C/c2ccc(Cl)cc2Cl)cc(C(F)(F)F)[nH]1 | -13% | u | -23%
O=Cc1c(C(=O)O)n(Cc2ccccc2F)c2ccccc12 | -26% | -4% | -19%
CC[C@]1(O)CC(O[C@@H]2CC(N(C)C)C(O)C(C)O2)c2c(cc3c(c2O)C(=O)c2c(O)ccc(O)c2C3=O)C1C(=O)OC (stereo partly drawn) | 1.5µM* | 1.3µM* | -7%
CC(=O)OC1CCC2(C)C(CC(=O)C3C2CCC2(C)C(OC(C)=O)CCC32)C1 (stereo not drawn) | u | u | x
CN(C)CC1CCCCC1OC(=O)Cc1ccc(Cl)c([N+](=O)[O-])c1 (stereo not drawn) | 3% | -15% | -9%
COC(=O)C1=C(c2ccc(F)cc2OCc2ccccc2)C[C@@H]2CC[C@H]1N2C(=O)NCc1ccc(N(C)C)cc1 | u | u | -11%
CN(C)C(=O)O/N=C(\N)COc1ccc(C(C)(C)C)cc1 | 21µM* | u | 3%
CN1C2c3ccccc3C3C4c5ccccc5C(C31)C(C2[N+](=O)[O-])N4C (stereo not drawn) | -8% | u | 0%
Cc1ccc(N=Cc2c(O)n(C)c(=O)n(C)c2=O)cc1 | -10% | 8% | -9%
CCN(CC)c1ccc2c(cc1=O)[C@@H](NC)CCc1cc(OC)c(OC)c(OC)c1-2 | 1.2µM* | 1.2µM* | -2%
COc1ccc2c(C)c(CCC(=O)N3C[C@H]4C[C@@H](C3)c3cccc(=O)n3C4)c(=O)oc2c1 | -2% | -22% | -7%
CCCCn1c(-c2nonc2NC(=O)c2ccccc2Cl)nc2ccccc21 | 10µM* | 23µM* | x
O=S(=O)(NC1CCCC1)OCC(Cl)(Cl)Cl | -21% | -23% | -3%
c1ccc(C[C@@H](c2ccccc2)N2CCCCC2)cc1 | u | u | -5%
CCOC(=O)C1CCN(Cc2ccc(Cl)nc2)CC1 | 31%[activator] | 0% | -14%
Cc1ccc(S(=O)(=O)N(C)C[C@@H]2Oc3ncc(Br)cc3C(=O)N([C@H](C)CO)C[C@@H]2C)cc1 | u | u | x
O=c1[nH]c(=S)n(C2CC2)c(O)c1/C=N/Nc1ccccc1 | -7% | -9% | -5%
CC12Cc3cnoc3C=C1CCC1C2CCC2(C)C1CCC2(C)O (stereo not drawn) | u | u | x
C[C@]12CCC3C(C(=O)C[C@H]4C[C@@H](O)CC[C@]34C)C1CCC2=O (stereo partly drawn) | -3% | -16% | -2%
CN1CCCC2(CCN(C(=O)c3ccco3)CC2)C1 | 15% | -1% | -7%
CCC12CN3CCN(CC(C3)/C1=N/NC(N)=O)C2 | -2% | -6% | -3%
O=c1cc(C2CCNCC2)[nH][nH]1 | -12% | -4% | 1%

Compound profiles, as listed above. Order of screens: TDP1 cell CPT | TDP1 cell noCPT | GCN5L2 inh
CC(=O)OC1CCC2(C)C(CC(=O)C3C2CCC2(C)C(OC(C)=O)CCC32)C1 (stereo not drawn) reads u | u | x
CN1CCCC2(CCN(C(=O)c3ccco3)CC2)C1 reads 15% | -1% | -7%
O=c1[nH]c(=S)n(C2CC2)c(O)c1/C=N/Nc1ccccc1 reads -7% | -9% | -5%
CCC12CN3CCN(CC(C3)/C1=N/NC(N)=O)C2 reads -2% | -6% | -3%
